Mcl-1 Bim block: disrupts Bim peptide binding to human Mcl-1; inhibition, % at 10 µM; Bead-based flow cytometry, Bim peptide-Mcl-1 binding; Q07820; 190,000 tested, 0.1% active; in the data active = inhibition above about 40%;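 note: 0% = no compound tracer wells and 100% = peptide blocker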
GSH fluor: compound fluoresces at 488/530 nm on GSH beads; 190,000 tested, 0.25% active; fluorescence (KMESF) at 10 µM; GSH beads flow cytometry, compound fluorescence 488/530 nm; active compounds read high; in the data active = fluorescence above about 89;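 note: glutathione beads carrying GST-tagged Bcl family fusion proteins plus one bare bead set; values are compound well signal with DMSO vehicle wells as background; inactives centre near 16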
RGS7-Gao reg: human RGS7-Galphao interaction regulation. AID 1439. P09471. Multiplexed bead flow cytometry, RGS7-Galphao binding; actives lie on both sides. 220,000 tested, 0.35% active. binding response (% of control), % at 10 µM; in the data active = binding response below about 49% or above about 150%; inconclusive = no clear call, values can overlap the other calls; inactive = in between;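 note: fluorescent Galphao held in activated GDP-AlF4 state binding bead-coupled RGS7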
RGS8-Gao reg: regulators of human RGS8-Galphao interaction | multiplexed bead flow cytometry, RGS8-Galphao binding; actives lie on both sides | response (percent of control binding), % at 10 µM | 220,000 tested, 0.34% active; in the data active = response below about 60% or above about 140%; inactive = in between;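 note: Galphao activated as the GDP aluminium fluoride complex binding bead-coupled RGS8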
Mcl1 Noxa PPI: disrupts binding of human Mcl-1 to Noxa peptide; Q07820; TR-FRET Mcl-1/Noxa peptide binding, 2 h; inhibition, % at 21.7 µM; 220,000 tested, 1.5% active; AID 1022;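 active = compounds that cut the protein-peptide binding signal by more than 50% relative to plate controls in a single-dose test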;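 note: His-tagged Mcl-1 with rhodamine Noxa BH3 peptide and terbium anti-His antibody; 0% = Mcl-1 plus Noxa peptide wells and 100% = peptide-only wells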
ABCB1 inh: human ABCB1 inhibition, ABCG2 as counter-screen; P08183; CCRF-Adr cells, JC-1 efflux, flow cytometry; inhibition, % at 6.6 µM; 190,000 tested, 0.067% active; in the data active = inhibition above about 40%;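 note: 0% = vehicle and 100% = reference inhibitor; higher value means more JC-1 retained so stronger ABCB1 efflux block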
Target sequence (P08183 whole entry, looked up): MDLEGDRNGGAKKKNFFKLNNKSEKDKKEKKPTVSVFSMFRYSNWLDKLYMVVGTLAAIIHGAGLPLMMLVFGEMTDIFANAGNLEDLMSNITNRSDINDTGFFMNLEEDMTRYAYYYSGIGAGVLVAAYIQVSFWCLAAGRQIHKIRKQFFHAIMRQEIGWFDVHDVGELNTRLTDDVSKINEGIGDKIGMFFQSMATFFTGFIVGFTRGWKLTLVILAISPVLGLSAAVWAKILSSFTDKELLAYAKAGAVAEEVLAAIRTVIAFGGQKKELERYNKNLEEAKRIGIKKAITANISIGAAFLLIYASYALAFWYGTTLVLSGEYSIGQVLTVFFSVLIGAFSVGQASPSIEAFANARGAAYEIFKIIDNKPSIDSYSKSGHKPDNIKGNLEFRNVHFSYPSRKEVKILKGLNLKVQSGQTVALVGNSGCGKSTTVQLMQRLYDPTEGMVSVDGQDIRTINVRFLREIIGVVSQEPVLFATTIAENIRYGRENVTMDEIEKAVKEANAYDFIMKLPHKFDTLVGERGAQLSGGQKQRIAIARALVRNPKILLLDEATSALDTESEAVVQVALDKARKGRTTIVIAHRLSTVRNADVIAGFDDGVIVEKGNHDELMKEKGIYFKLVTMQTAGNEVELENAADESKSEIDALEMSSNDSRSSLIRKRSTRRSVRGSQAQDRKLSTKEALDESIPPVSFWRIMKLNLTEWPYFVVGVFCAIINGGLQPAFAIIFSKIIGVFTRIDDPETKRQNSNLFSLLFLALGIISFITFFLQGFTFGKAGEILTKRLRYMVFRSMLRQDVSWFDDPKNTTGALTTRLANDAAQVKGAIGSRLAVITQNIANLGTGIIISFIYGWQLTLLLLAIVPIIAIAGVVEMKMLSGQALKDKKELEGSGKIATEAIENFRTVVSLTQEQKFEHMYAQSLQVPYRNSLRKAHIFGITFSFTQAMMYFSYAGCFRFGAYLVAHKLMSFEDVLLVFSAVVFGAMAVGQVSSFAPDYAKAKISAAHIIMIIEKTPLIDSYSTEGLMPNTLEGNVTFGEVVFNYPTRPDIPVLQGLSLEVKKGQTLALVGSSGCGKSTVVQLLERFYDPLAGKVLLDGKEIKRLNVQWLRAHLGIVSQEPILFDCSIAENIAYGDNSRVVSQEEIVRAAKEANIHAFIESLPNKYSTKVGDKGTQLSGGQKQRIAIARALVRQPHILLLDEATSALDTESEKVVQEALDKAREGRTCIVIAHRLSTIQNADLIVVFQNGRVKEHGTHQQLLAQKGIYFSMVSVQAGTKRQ
RGS4-Gao reg: modulates binding of RGS4 to human Galphao; Multiplexed bead flow cytometry; actives lie on both sides; 220,000 tested, 0.33% active; binding response (% of control), % at 10 µM; in the data active = binding response below about 49% or above about 150%; inactive = in between;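 note: fluorescent Galphao activated with aluminum fluoride binding bead-coupled RGS4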
Mcl1 Bid PPI: Mcl-1/Bid interaction inhibition | Q07820 | TR-FRET Mcl-1/Bid-Dy647 peptide binding, 1536-well | inhibition, % at 21.7 µM | 220,000 tested, 0.97% active | AID 1021;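 active = compounds that cut the binding signal by more than half at the single screening dose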;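 note: His-tagged Mcl-1 with europium anti-His antibody binding Bid BH3 peptide; 0% = Mcl-1 plus peptide wells and 100% = peptide-only wells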
ABCG2 inh: human ABCG2 inhibition, ABCB1 as counter-screen | Q9UNQ0 | IgMXP3 cells, JC-1 efflux, flow cytometry | inhibition, % at 6.6 µM | 190,000 tested, 0.1% active;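 active = inhibition above 80%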;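 note: 0% = DMSO and 100% = nicardipine control wells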
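Test system: IgMXP3 (ABCG2) plus far-red-tagged CCRF-Adr (ABCB1) cells. Reagent: JC-1 dye as substrate. Timing: 10 min exposure at 25 °C with rotation, no wash. Measured by: flow cytometric JC-1 green MFI at 530 nm. Read-out: percent efflux inhibition, scaled nicardipine 100% to DMSO 0%. Control set: nicardipine and DMSO wells.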
Avidin bead fluor: avidin bead compound fluorescence profile. Avidin beads, compound fluorescence 488/530 nm, flow cytometry; active compounds read high. fluorescence (KMESF) at 10 µM. AID 1775. 220,000 tested, 0.38% active; in the data active = fluorescence above about 47; note: inactives centre near 10
Pf gamet viab: inhibitors of late stage P. falciparum gametocyte viability | P. falciparum stage V gametocytes, ATP luminescence, 24 h | inhibition, % at 10.9 µM | 150,000 tested, 0.065% active;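 active = inhibition above the mean plus 3 SD of compounds within the control limits, set per campaign, cut at about 38% in these data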;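 note: 0% = DMSO wells and 100% = medium only without gametocytes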
* marks the source's active call; other numbers are inactive results. Rows are unselected; 3.3% or so of the library scored in one or more.

`CN1/C(=C\C(=O)COC(=O)c2ccc([N+](=O)[O-])o2)C(C)(C)c2ccccc21` gave Mcl-1 Bim block -1, GSH fluor 24, RGS7-Gao reg 102, RGS8-Gao reg 100, Mcl1 Noxa PPI 1, ABCB1 inh 1.2, RGS4-Gao reg 108, Mcl1 Bid PPI 0, ABCG2 inh 11, Avidin bead fluor 5 and Pf gamet viab -8.
Screening O=C(/C=N/O)NCCCN1CCCCCC1 returned Mcl-1 Bim block -4, GSH fluor 32, RGS7-Gao reg 98, RGS8-Gao reg 99, Mcl1 Noxa PPI -2, ABCB1 inh 0.0, RGS4-Gao reg 101, Mcl1 Bid PPI -14, ABCG2 inh 0 and Avidin bead fluor 9.
For O=C(COC(=O)CCOc1ccccc1)NCc1ccco1 the results were Mcl-1 Bim block -1, GSH fluor 23, RGS7-Gao reg 91, RGS8-Gao reg 97, Mcl1 Noxa PPI 35, ABCB1 inh -0.2, RGS4-Gao reg 94, Mcl1 Bid PPI -49, ABCG2 inh -1 and Avidin bead fluor 2.
c1ccc(C(Cc2nc(-c3ccccn3)no2)c2ccccc2)cc1 was read as Mcl-1 Bim block -2, GSH fluor 8, RGS7-Gao reg 76, RGS8-Gao reg 72, Mcl1 Noxa PPI 5, ABCB1 inh 0.5, RGS4-Gao reg 64, Mcl1 Bid PPI -25, ABCG2 inh 1 and Avidin bead fluor 2.
COC(=O)C(N)Cc1ccc(OC)c([N+](=O)[O-])c1 (stereo not given) was read as RGS7-Gao reg inconclusive, RGS8-Gao reg 103, Mcl1 Noxa PPI 2, RGS4-Gao reg 98, Mcl1 Bid PPI -7, Avidin bead fluor 6 and Pf gamet viab 17.
For O=C(c1ccccc1-c1nc(-c2ccc(F)cc2)no1)N1CCCC1 the results were Mcl-1 Bim block -3, GSH fluor 22, RGS7-Gao reg 95, RGS8-Gao reg 98, Mcl1 Noxa PPI -16, ABCB1 inh 1.0, RGS4-Gao reg 91, Mcl1 Bid PPI -6, ABCG2 inh 3, Avidin bead fluor 30 and Pf gamet viab 13.
For O=C(CN1C(=O)NC2NC(=O)NC21)N/N=C/c1ccc(F)cc1 (stereo not given) the results were Mcl-1 Bim block 0, GSH fluor 59, RGS7-Gao reg 96, RGS8-Gao reg 104, Mcl1 Noxa PPI 4, ABCB1 inh 0.2, RGS4-Gao reg 103, Mcl1 Bid PPI -12, ABCG2 inh 0 and Avidin bead fluor 26.
Screening COCCCNC(=S)NNC(=O)C1CC1c1ccc(C(C)(C)C)cc1 (stereo not given) returned Mcl-1 Bim block 0, GSH fluor 14, RGS7-Gao reg 100, RGS8-Gao reg 102, Mcl1 Noxa PPI 5, ABCB1 inh 1.0, RGS4-Gao reg 101, Mcl1 Bid PPI -42, ABCG2 inh 1, Avidin bead fluor 9 and Pf gamet viab -21.
Screening CCOC(=O)c1c(CN2CCN(C)CC2)n(C)c2cc(Br)c(OC)cc12 returned Mcl-1 Bim block -3, GSH fluor 35, RGS7-Gao reg 105, RGS8-Gao reg 104, Mcl1 Noxa PPI 8, ABCB1 inh 1.4, RGS4-Gao reg 107, Mcl1 Bid PPI -18, ABCG2 inh 12 and Avidin bead fluor 14.
Screening COc1cc(OC)cc(C(=O)NCC(=O)OC2CCOC2=O)c1 (stereo not given) returned Mcl-1 Bim block -6, GSH fluor 14, RGS7-Gao reg 103, RGS8-Gao reg 104, Mcl1 Noxa PPI 9, ABCB1 inh -0.1, RGS4-Gao reg 100, Mcl1 Bid PPI -21, ABCG2 inh 0 and Avidin bead fluor 11.
CC(CN1CCOCC1)OC(=O)C(C)(c1ccccc1)c1ccccc1 (stereo not given) was read as Mcl-1 Bim block -4, GSH fluor 17, RGS7-Gao reg 101, RGS8-Gao reg 102, Mcl1 Noxa PPI 25, ABCB1 inh 0.5, RGS4-Gao reg 100, Mcl1 Bid PPI 8, ABCG2 inh -6 and Avidin bead fluor 8.
`Cn1cccc1C1(C(F)(F)F)NCCNC1=O` (stereo not given) gave Mcl-1 Bim block 0, GSH fluor 25, RGS7-Gao reg 98, RGS8-Gao reg 102, Mcl1 Noxa PPI 11, ABCB1 inh 0.3, RGS4-Gao reg 101, Mcl1 Bid PPI -24, ABCG2 inh 0, Avidin bead fluor 14 and Pf gamet viab 2.
`O=C(CCCn1cnc([N+](=O)[O-])n1)Nc1ccc(Cl)cc1Cl` gave Mcl-1 Bim block -2, GSH fluor 10, RGS7-Gao reg 102, RGS8-Gao reg 105, Mcl1 Noxa PPI 4, ABCB1 inh 1.5, RGS4-Gao reg 107, Mcl1 Bid PPI -3, ABCG2 inh 15, Avidin bead fluor 6 and Pf gamet viab -7.
Cc1ccc(S(=O)(=O)N(CC(=O)Nc2ccccc2C(=O)O)c2ccccc2)cc1 was read as Mcl-1 Bim block 2, GSH fluor 23, RGS7-Gao reg 100, RGS8-Gao reg 102, Mcl1 Noxa PPI -2, ABCB1 inh 0.1, RGS4-Gao reg 104, Mcl1 Bid PPI 3, ABCG2 inh 0, Avidin bead fluor 13 and Pf gamet viab -4.
For O=C(CNC(=O)C1CCCCC1)OCc1cc(=O)oc2ccc3ccccc3c12 the results were Mcl-1 Bim block -6, GSH fluor 20, RGS7-Gao reg 102, RGS8-Gao reg 101, Mcl1 Noxa PPI 15, ABCB1 inh -0.6, RGS4-Gao reg 100, Mcl1 Bid PPI -1, ABCG2 inh -2 and Avidin bead fluor 13.
`O=C(COC(=O)c1ccc2c(c1)S(=O)(=O)c1ccccc1C2=O)NC1CC1` gave Mcl-1 Bim block 0, GSH fluor 13, RGS7-Gao reg 94, RGS8-Gao reg 97, Mcl1 Noxa PPI 15, ABCB1 inh 0.7, RGS4-Gao reg 97, Mcl1 Bid PPI -3, ABCG2 inh 7 and Avidin bead fluor 10.
CC1(C)CC2CC(C)(CN2CC(=O)C(C#N)c2ccccc2)C1 (stereo not given) was read as Mcl-1 Bim block -1, GSH fluor 54, RGS7-Gao reg 105, RGS8-Gao reg 103, Mcl1 Noxa PPI 0, ABCB1 inh 0.3, RGS4-Gao reg 100, Mcl1 Bid PPI -63, ABCG2 inh -1 and Avidin bead fluor 9.
For O=c1ccc(NS(=O)(=O)c2ccccc2)cn1Cc1ccc(Cl)c(Cl)c1 the results were Mcl-1 Bim block 9, GSH fluor 20, RGS7-Gao reg 100, RGS8-Gao reg 97, Mcl1 Noxa PPI 8, ABCB1 inh 0.4, RGS4-Gao reg 98, Mcl1 Bid PPI -19, ABCG2 inh 1 and Avidin bead fluor 33.
Screening CCOc1ccccc1C1CC(c2cccs2)=NN1S(C)(=O)=O (stereo not given) returned Mcl-1 Bim block -1, GSH fluor 25, RGS7-Gao reg 103, RGS8-Gao reg 102, Mcl1 Noxa PPI 7, ABCB1 inh 0.6, RGS4-Gao reg 104, Mcl1 Bid PPI -34, ABCG2 inh 1, Avidin bead fluor 10 and Pf gamet viab 10.
`N/C(Cc1nc(-c2ccc(Br)cc2)cs1)=N\O` gave Mcl-1 Bim block -2, GSH fluor 10, RGS7-Gao reg 102, RGS8-Gao reg 104, Mcl1 Noxa PPI -9, ABCB1 inh -0.4, RGS4-Gao reg 102, Mcl1 Bid PPI -29, ABCG2 inh -1, Avidin bead fluor 4 and Pf gamet viab -12.
Screening O=C(CCC(=O)OCC(=O)c1ccc(Cl)cc1)NC1CCCCC1 returned Mcl-1 Bim block -1, GSH fluor 12, RGS7-Gao reg 101, RGS8-Gao reg 102, Mcl1 Noxa PPI -2, ABCB1 inh 1.0, RGS4-Gao reg 101, Mcl1 Bid PPI 6, ABCG2 inh 4, Avidin bead fluor 11 and Pf gamet viab -3.
Screening COc1cccc(NC(=O)c2ccc(Cn3cc([N+](=O)[O-])cn3)o2)c1 returned Mcl-1 Bim block 11, GSH fluor 8, RGS7-Gao reg 84, RGS8-Gao reg 72, Mcl1 Noxa PPI 3, ABCB1 inh 2.3, RGS4-Gao reg 90, Mcl1 Bid PPI -9, ABCG2 inh 89*, Avidin bead fluor 9 and Pf gamet viab -17.
`Cc1nnc(SCCn2c(N3CCN(C)CC3)nc3c2c(=O)[nH]c(=O)n3C)s1` gave Mcl-1 Bim block 3, GSH fluor 42, RGS7-Gao reg 102, RGS8-Gao reg 103, Mcl1 Noxa PPI 14, ABCB1 inh 0.0, RGS4-Gao reg 101, Mcl1 Bid PPI -5, ABCG2 inh 0 and Avidin bead fluor 8.
Screening CCOC(=O)c1cnc2c(C(=O)OC)cccc2c1NCc1cccnc1 returned Mcl-1 Bim block -3, GSH fluor 18, RGS7-Gao reg 100, RGS8-Gao reg 102, Mcl1 Noxa PPI 5, ABCB1 inh 0.2, RGS4-Gao reg 101, Mcl1 Bid PPI -10, ABCG2 inh 11, Avidin bead fluor 10 and Pf gamet viab -18.
Screening O=C(CCSCCc1ccccn1)Nc1c(F)c(F)c(F)c(F)c1F returned Mcl-1 Bim block 0, RGS7-Gao reg 94, RGS8-Gao reg 98, Mcl1 Noxa PPI 21, ABCB1 inh -0.1, RGS4-Gao reg 95, Mcl1 Bid PPI -41, ABCG2 inh -1, Avidin bead fluor 14 and Pf gamet viab -9.
Cc1ccc(Cl)cc1N1CCN(C(=O)CCS(=O)(=O)c2cccc3nonc23)CC1 was read as Mcl-1 Bim block -5, GSH fluor 9, RGS7-Gao reg 90, RGS8-Gao reg 89, Mcl1 Noxa PPI 44, ABCB1 inh 6.4, RGS4-Gao reg 95, Mcl1 Bid PPI 21, ABCG2 inh 11 and Avidin bead fluor 6.
For Cc1ccc(C)c(CSc2nnc(-c3cccnc3)o2)c1 the results were Mcl-1 Bim block 5, GSH fluor 7, RGS7-Gao reg 92, RGS8-Gao reg 100, Mcl1 Noxa PPI -36, ABCB1 inh 0.0, RGS4-Gao reg 101, Mcl1 Bid PPI -34, ABCG2 inh 1, Avidin bead fluor 11 and Pf gamet viab 8.
For COc1ccc(CCN2C(=O)CN(Cc3ccccc3)CC2=O)cc1OC the results were Mcl-1 Bim block -6, GSH fluor 21, RGS7-Gao reg 98, RGS8-Gao reg 103, Mcl1 Noxa PPI -19, ABCB1 inh 0.7, RGS4-Gao reg 101, Mcl1 Bid PPI -8, ABCG2 inh 3, Avidin bead fluor 10 and Pf gamet viab -5.
Screening Cc1cc(=O)oc(C)c1C(=O)Nc1ccccc1F returned RGS7-Gao reg inconclusive, RGS8-Gao reg 101, Mcl1 Noxa PPI 0, RGS4-Gao reg 101, Mcl1 Bid PPI -16, Avidin bead fluor 8 and Pf gamet viab 10.
For Cc1c(Cc2ccccc2)c(NCCCO)n2c(nc3ccccc32)c1C#N the results were RGS7-Gao reg inconclusive, RGS8-Gao reg 100, Mcl1 Noxa PPI 19, RGS4-Gao reg 100, Mcl1 Bid PPI -2, Avidin bead fluor 9 and Pf gamet viab 9.
